FXIa mix inh: factor XIa (human) inhibition, mixture screen; inhibition, % at 5 µM; 0.19% of 62,000 active; purified FXIa, fluorogenic substrate, pooled mixtures; P03951;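 also: each value is inhibition by a whole ten-compound pool holding the compound; 0% = enzyme with no mixture and 100% = wells lacking enzyme; strong numbers were not always called active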
Hsp90 block: displaces geldanamycin probe from tumor Hsp90; NCI-N417 lysate Hsp90, Cy3B-geldanamycin FP displacement; 0.35% of 64,000 active; P07900; AID 429; inhibition, % at 30 µM;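 active = inhibition above 50%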;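 also: 0% = tracer plus lysate wells and 100% = tracer alone without lysate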
Cdc25B inh: inhibitors of human Cdc25B phosphatase; AID 368; 0.1% of 65,000 active; P30305; recombinant Cdc25B, OMFP fluorescence Ex485/Em525; inhibition, %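 (compounds tested at 10 µM final in the well)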; in the data active = inhibition above about 50%
FXIIa mix inh: factor XIIa (human) inhibition, mixture screen; purified FXIIa, fluorogenic substrate, pooled mixtures; inhibition, % at 5 µM; 0.2% of 62,000 active;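 also: 0% = enzyme without compound and 100% = no enzyme blank; some results filed as inactive read as strong as hits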
Target sequence (P00748 20-372 limits assumed): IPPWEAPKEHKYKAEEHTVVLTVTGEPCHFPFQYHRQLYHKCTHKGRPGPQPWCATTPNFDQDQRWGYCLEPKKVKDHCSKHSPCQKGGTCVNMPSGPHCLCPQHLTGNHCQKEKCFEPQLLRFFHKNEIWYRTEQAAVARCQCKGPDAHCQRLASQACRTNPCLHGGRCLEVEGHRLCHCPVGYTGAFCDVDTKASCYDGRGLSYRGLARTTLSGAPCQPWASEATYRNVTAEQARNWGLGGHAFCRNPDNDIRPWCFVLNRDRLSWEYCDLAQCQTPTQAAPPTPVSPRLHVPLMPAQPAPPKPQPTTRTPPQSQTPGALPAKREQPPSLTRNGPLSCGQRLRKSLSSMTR
Target sequence (P00748 373-615 limits assumed): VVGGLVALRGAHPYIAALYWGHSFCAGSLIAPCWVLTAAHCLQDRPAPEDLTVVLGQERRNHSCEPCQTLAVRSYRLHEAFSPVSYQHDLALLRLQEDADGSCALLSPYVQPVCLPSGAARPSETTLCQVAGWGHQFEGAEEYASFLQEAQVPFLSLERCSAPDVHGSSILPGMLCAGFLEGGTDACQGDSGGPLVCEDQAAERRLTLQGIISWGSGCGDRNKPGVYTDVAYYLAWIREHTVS
MMP13 inh: blocks human MMP13 activity. 0.07% of 65,000 active. inhibition, % at 4 µM. MMP-13 fTHP FRET cleavage, Mca fluorescence. AID 570. P45452;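 active = inhibition above the mean of compound-free control plate wells plus 3 SD, cut at about 14% in these data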;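 also: 0% = DMSO wells and 100% = wells with reference MMP-13 inhibitor after basal subtraction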
DUSP1 inh: inhibitors of human MKP-1 phosphatase | P28562 | recombinant MKP-1, OMFP hydrolysis fluorescence | inhibition, %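 (compounds tested at a single concentration somewhere between 10 and 100 µM)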 | 0.15% of 65,000 active;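 active = inhibition above about 50%, limit read from the data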;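 also: 0% = DMSO max control wells and 100% = wells with enzyme stopped by NaOH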
Abs 340nm: absorbance at 340 nm; 65,000 tested, under 10 active; fold change at 10 µM; compound absorbance at 340 nm, fold over control;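 active = at 10 µM dose, initial 340 nm absorbance at least 2 fold that of control wells; inactive = change under 2 fold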;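 also: initial absorbance extrapolated from kinetic A340 decline of NADH oxidation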
JNK3 inh: inhibitors of human JNK3 kinase. P53779. purified JNK3 kinase activity, HTS. inhibition, % at 8 µM. 0.61% of 60,000 active; in the data active = inhibition above about 17%;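 also: 0% = DMSO and 100% = reference inhibitor; many of its hits are not listed in these tables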
Target sequence (P53779 whole entry, looked up): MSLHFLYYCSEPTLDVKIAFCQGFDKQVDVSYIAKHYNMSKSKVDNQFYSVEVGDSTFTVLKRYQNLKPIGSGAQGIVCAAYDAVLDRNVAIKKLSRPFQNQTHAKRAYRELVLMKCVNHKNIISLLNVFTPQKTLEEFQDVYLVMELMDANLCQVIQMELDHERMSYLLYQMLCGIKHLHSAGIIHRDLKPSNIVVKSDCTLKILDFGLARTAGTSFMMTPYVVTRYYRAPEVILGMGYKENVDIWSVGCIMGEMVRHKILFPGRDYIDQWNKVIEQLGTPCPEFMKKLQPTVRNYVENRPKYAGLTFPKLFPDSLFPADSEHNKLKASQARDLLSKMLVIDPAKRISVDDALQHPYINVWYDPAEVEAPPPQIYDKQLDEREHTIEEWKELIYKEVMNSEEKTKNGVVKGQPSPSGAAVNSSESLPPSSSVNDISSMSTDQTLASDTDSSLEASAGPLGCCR
AP ELISA ortho: orthogonal test for alternative complement pathway inhibitors | 0.08% of 62,000 active | Human serum alternative complement pathway, LPS-coated ELISA, C3 deposition; tested in compound mixtures | inhibition, % at 5 µM | AID 1235;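 active = inhibition above 30% in each of the two pooled mixtures holding the compound, so the lower value exceeds 30%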;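 also: 0% = serum in Mg-EGTA without compound and 100% = EDTA serum blank; some compounds past the cut are filed as inactive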
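Assay system: Human serum alternative complement pathway, C3 deposition on LPS-coated wells | Incubation: 1 h serum-compound exposure at 37 °C | Doses: 5 µM per compound in ten-compound mixtures | Read-out: Percent inhibition | Technique: ELISA with HRP anti-human C3 antibody, TMB substrate, absorbance 450 nm | Replication: Two pool placements per compound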
* = called active by the depositor; · = not tested or not shown; [ ] = another dose, or the depositor's remark. Rule as the data show it, unless noted: active = inhibition above about 20% (passing the limit was not always enough); inactive = the rest. No enrichment for hits. About 1.5% of those tested had a hit in this group.

SMILES | FXIa mix inh | Hsp90 block | Cdc25B inh | FXIIa mix inh | MMP13 inh | DUSP1 inh | Abs 340nm | JNK3 inh | AP ELISA ortho
CC1CCN(c2oc(-c3ccccc3F)nc2C#N)CC1 | -3.3 | -3.1 | -12.2 | 5.9 | -278.8[fluorescence artefact?] | -12.7 | 0.98 | -0.9 | 12.3
O=C(O)c1ccc2c(c1)[C@@H]1C=CC[C@@H]1[C@H](c1ccccn1)N2 | -2.7 | 4.0 | 15.1 | 10.0 | 3.2 | 36.6 | 1.01 | -9.1 | 5.5
COC(=O)c1c(NC(=O)c2ccc(Br)s2)sc2c1CCC2 | 15.4 | -10.3 | 4.8 | -15.7 | -3.0 | 14.4 | 1.14 | 1.4 | 19.4
CCCCNC(=O)CN1C(=O)C(CC)Oc2ccc(Cl)cc21 (stereo not given) | 3.5 | 0.8 | -5.0 | 20.5* | 2.8 | 22.6 | 0.99 | -0.6 | 6.6
CCCCCSc1nnc(-c2cc(Br)ccc2N)c(=O)[nH]1 | 9.1 | -5.1 | -9.6 | -2.8 | -1.7 | 4.0 | 1.08 | 5.6 | 7.1
CCOC(=O)C1C(=O)NC(C)C1c1ccccc1 (stereo not given) | 0.1 | 0.0 | -0.4 | 11.3 | -0.4 | -7.2 | 0.98 | -5.9 | -6.8
O=C(CN1C(=O)c2ccccc2S1(=O)=O)NCc1ccccc1Cl | 3.6 | 0.5 | -12.2 | -6.6 | 1.4 | 0.9 | 0.98 | 3.9 | 12.8
COc1ccc(C2C(C(=O)c3sc(C)nc3C)=C(O)C(=O)N2CCN(C)C)cc1 (stereo not given) | 3.6 | -0.4 | 1.1 | 0.1 | -8.3 | -5.6 | 1.03 | 1.3 | -0.5
CCC1(C(=O)OC)NC(c2ccccc2OC)C2C(=O)N(C)C(=O)C21 (stereo not given) | 13.4 | -2.0 | -3.1 | 3.3 | -7.6 | -14.0 | 0.99 | -3.7 | 4.6
CCOc1ccc(NC(=O)CSc2nnc(-c3ccncc3)n2CC2CCCO2)cc1 (stereo not given) | 4.5 | -1.4 | -1.3 | 10.3 | 1.2 | -11.3 | 1.02 | 6.8 | -14.9
CCN(CC)CCN1C(=O)C(O)=C(C(C)=O)C1c1ccc(OC)c(OC)c1 (stereo not given) | · | -2.9 | 11.5 | · | -3.6 | -21.7 | 1.07 | -5.1 | ·
CCN(CC)CCCN1C(=O)C(=O)/C(=C(/O)c2ccc(C)cc2)C1c1ccccn1 (stereo not given) | 1.6 | -0.6 | 10.9 | -10.2 | -6.7 | -15.5 | 1.05 | -5.4 | -14.6
CC(Sc1sc(=S)sc1SC(C)C(=O)O)C(=O)O (stereo not given) | 8.5 | -3.1 | 3.8 | 0.4 | 9.2 | -11.0 | 1.04 | 0.1 | 8.8
O=C1NCCNC1(c1c[nH]c2ccccc12)C(F)(F)F (stereo not given) | 9.4 | -3.4 | -13.0 | 4.4 | -3.5 | -4.3 | 1.04 | -1.3 | 8.0
CCCOC(=O)C1[C@H]2C(=O)N(CC3CCCO3)C[C@]23C=C[C@H]1O3 (stereo not given in full) | 3.4 | -3.7 | -1.9 | -2.1 | 1.1 | -2.7 | 1.01 | -5.7 | 4.1
O=C(Nc1ncccc1O)c1cccc(S(=O)(=O)N2CCc3ccccc32)c1 | 2.9 | -1.7 | 6.4 | 12.2 | 4.2 | 0.0 | 1.01 | 2.6 | 19.2
O=C(C1CC1)N1CCN=C1SCc1ccccc1Cl | 6.4 | 1.6 | -8.7 | 12.6 | 3.9 | 6.1 | 1.04 | 3.7 | 14.2
CC(=O)C1=C(Nc2ccc(C)cc2)CC(C)(O)C(C(C)=O)C1c1ccco1 (stereo not given) | 3.1 | -3.5 | 0.5 | 1.4 | 3.1 | -24.9 | 1.04 | -4.8 | 19.6
O=C(Nc1ccc2c(c1)OCO2)N1CCN(C/C=C/c2ccccc2)CC1 | 6.7 | 3.4 | -9.0 | -18.6 | -0.6 | 3.3 | 1.04 | -8.0 | -1.4
O=C(CSc1nc2ccccc2nc1SCC(=O)N1CCOCC1)N1CCOCC1 | 4.4 | 2.4 | -6.7 | 1.8 | -2.3 | 0.1 | 1.12 | 8.6 | 19.1
CCOc1ccc(-c2nc(C#N)c(NCc3ccc4c(c3)OCO4)o2)cc1 | -2.2 | 1.7 | -4.7 | -0.5 | -64.5[fluorescence artefact?] | -2.5 | 1 | -3.0 | 10.2
Clc1ccc(OCc2nn3c(C4CCCCC4)nnc3s2)cc1 | 13.6 | 0.3 | -6.2 | 4.9 | -2.4 | 1.3 | 1.06 | -5.0 | 5.0
COc1ccc(S(=O)(=O)N(CCc2ccccc2)CC(=O)NCCCO)cc1 | 8.8 | -3.4 | 2.4 | 7.6 | 4.0 | -13.6 | 1.02 | -3.4 | 8.0
CCCC(=O)Nc1nnc(Sc2ccc(N(C)C)cc2)s1 | 4.5 | 1.1 | 6.9 | 21.3 | -1.0 | -2.5 | 1.03 | 11.9 | 12.1
O=C(CSc1nccc(=O)[nH]1)Nc1ccc(Br)c(Cl)c1 | 2.5 | 0.9 | 5.0 | 10.3 | -1.3 | 20.2 | 1.06 | -1.2 | 3.3

Other results:
SMILES | FXIa mix inh | Hsp90 block | Cdc25B inh | FXIIa mix inh | MMP13 inh | DUSP1 inh | Abs 340nm | JNK3 inh | AP ELISA ortho
Cc1ccc(S(=O)(=O)N2CCC(C(=O)N3CCC[C@H]3C(=O)NCc3ccco3)CC2)cc1 | -7.4 | -6.3 | -4.3 | 13.1 | -4.6 | 1.6 | 0.99 | 4.2 | 14.9
O=c1ccc2cc3c([nH]c4ccc(Br)cc43)oc-2c1O | -6.0 | -3.9 | 10.2 | 4.7 | -0.4 | 5.5 | 0.99 | 3.7 | 8.2
O=C(Nc1ccc(S(=O)(=O)NCCc2ccccc2)cc1)c1ccc(Br)o1 | 0.4 | 0.0 | -10.4 | 1.0 | 3.3 | -1.4 | 0.98 | 5.5 | -1.1
O=C(Nc1nc2c(ccc3ccccc32)s1)c1ccco1 | 4.7 | -2.4 | 4.2 | 9.8 | -7.0 | 3.4 | 1.14 | -7.4 | 18.8
COc1ccc(OC)c(S(=O)(=O)N2CCCCCC2)c1 | 3.6 | -4.0 | 5.6 | 3.4 | 0.5 | 26.6 | 1.07 | -1.4 | 6.8
Cc1ccc(S(=O)(=O)N2CCCC2C(=O)NC2=NCCS2)cc1 (stereo not given) | 4.1 | -1.7 | 20.3 | 0.1 | -1.0 | 4.7 | 1.01 | -2.5 | 14.8
COc1ccc(-c2nnc3ccc(SCC(=O)NCC4CCCO4)nn23)cc1 (stereo not given) | 3.5 | -2.4 | -14.8 | 8.1 | 1.3 | -6.8 | 1.01 | 5.7 | 10.4
COc1cc(C2C(C(=O)Nc3ccc(F)cc3)=C(C)Nc3nc(CCCO)nn32)cc(OC)c1OC (stereo not given) | -4.8 | -1.5 | -7.9 | 25.4 | 4.8 | 5.0 | 1.05 | -3.6 | 21.7
CCOC(=O)N1CCN(CC(=O)c2ccc3c(c2)CCN3)CC1 | 6.0 | -4.0 | -15.2 | 9.1 | -0.3 | 9.9 | 1.15 | -1.8 | 22.3
CCCCOn1c(C)c(C(=O)OCC)c2c3no[n+]([O-])c3ccc21 | 2.2 | -0.7 | -22.5 | 4.7 | -14.7 | 8.4 | 0.97 | -1.4 | -8.9
CS(=O)(=O)N(CC(=O)NCc1ccco1)c1ccc(Cl)c(C(F)(F)F)c1 | -5.7 | -0.9 | -2.0 | 1.5 | 5.3 | 4.7 | 1.01 | -3.5 | 0.2
CCn1c(SCC(=O)N2CCCC2)nc2c(c1=O)SC(C)C2 (stereo not given) | 4.0 | -1.0 | -4.8 | 3.8 | -1.1 | 6.8 | 1.09 | -0.1 | 7.2
COC(=O)c1cc(S(=O)(=O)N2CCOCC2)c(N2CCOCC2)cc1N1CCOCC1 | 8.0 | -3.8 | -5.8 | 1.6 | 2.1 | -0.5 | 1.02 | 2.5 | -6.3
Cc1cc(C(=O)COc2ncnc3sccc23)c(C)n1C1CC1 | 3.1 | -5.6 | 0.4 | -0.1 | 6.6 | 6.4 | 1.03 | -2.9 | 16.6
O=C(Cn1cnc2c(nnn2Cc2ccc(Cl)cc2)c1=O)NCc1ccco1 | 11.2 | -4.7 | 4.7 | 3.8 | 0.8 | 19.3 | 1 | 3.5 | 15.8
CC1Oc2ccccc2N(CC(=O)NCCc2ccccc2)C1=O (stereo not given) | -9.7 | -9.8 | 9.3 | -1.2 | 7.9 | 0.7 | 1.04 | 0.4 | 15.7
Nc1c(C(=O)NCCN2CCOCC2)c2nc3ccccc3nc2n1-c1ccc2c(c1)OCO2 | 13.7 | 30.1 | -8.0 | -3.5 | -30.8[fluorescence artefact?] | 40.4 | 1.01 | 2.4 | 4.6
COC(=O)c1ccc(CSc2nnc(-c3ccncc3)n2Cc2ccccc2)o1 | 2.7 | -1.5 | 2.3 | 6.7 | -1.8 | -15.0 | 0.99 | -2.5 | 17.9
[O-][n+]1onc2c1CCc1nnc(-c3ccccc3)cc1-2 | -0.7 | 2.4 | -8.3 | -6.4 | 4.3 | -3.9 | 0.99 | -12.2 | 12.3
COc1cccc(/C=c2\sc3nc(-c4cccs4)nn3c2=O)c1OC | 3.6 | -3.9 | -11.0 | -2.5 | -7.3 | 26.2 | 1.12 | -4.2 | -0.4
Cc1ccccc1-c1nc(CS(=O)(=O)CC(=O)NCc2ccc3c(c2)OCO3)c(C)o1 | 10.3 | -1.1 | -9.6 | 14.0 | 7.1 | 1.4 | 0.98 | 2.6 | 3.4
CC(=O)Oc1ccc(NC(=O)Cc2ccccc2)cc1 | 5.8 | -3.2 | -3.3 | -21.4 | 1.3 | 20.8 | 1.03 | 0.3 | 14.7
CCN1C(=O)CC(n2c(C)nc3ccccc32)C1=O (stereo not given) | 5.6 | -3.3 | -13.2 | 3.3 | -1.3 | -4.6 | 1.03 | -2.8 | -8.0
O=C(CSc1nnc2scc(-c3ccccc3)n12)Nc1nsc(-c2ccccc2)n1 | 4.2 | -1.0 | -1.1 | 6.1 | 1.1 | 22.8 | 1.02 | 1.9 | 15.4
COc1ccccc1N1CCN(C(c2ccc(F)cc2)c2nnnn2C(C)C)CC1 (stereo not given) | 10.3 | 1.4 | -6.7 | 7.7 | 2.5 | 30.3 | 1 | 5.1 | 4.2
O=C(Nc1nsc(-c2ccccc2)n1)c1cccs1 | 6.4 | 1.3 | 5.8 | 3.7 | -0.3 | 0.2 | 1 | -4.7 | 7.0
O=C(CN1CCN(c2ccccn2)CC1)NC1CCCC1 | 5.8 | -2.1 | -10.7 | 12.9 | 0.5 | 2.5 | 1 | 0.9 | 10.4
O=C1CCCCC(=O)N(c2ccccc2)c2ccccc21 | 0.1 | -4.0 | 4.3 | -0.2 | 1.9 | 7.0 | 1.02 | 1.6 | -4.4
N#Cc1nc(-c2ccco2)oc1N1CCN(Cc2ccccc2)CC1 | 5.4 | -2.2 | -12.6 | 4.5 | -16.2 | -13.7 | 1.05 | -4.2 | 11.2

Some values from above.
CS(=O)(=O)N(CC(=O)NCc1ccco1)c1ccc(Cl)c(C(F)(F)F)c1 in FXIa mix inh: -5.7
CC1Oc2ccccc2N(CC(=O)NCCc2ccccc2)C1=O (stereo not given) in MMP13 inh: 7.9
O=C(CSc1nc2ccccc2nc1SCC(=O)N1CCOCC1)N1CCOCC1 in FXIa mix inh: 4.4
